# Screens (PubChem)
# SW480 rerep – inducers of DNA re-replication in SW480 colon cancer cells; SW480 DNA re-replication, Hoechst DNA content imaging, 48 h; Potency, µM (highest dose often 46.1 µM), for the others: top-dose re-replication activation, most hits filed as activators; actives 1.8% (n = 340,000); AID 624297; also: potency is read from the fitted curve at half-maximal effect; % of control where 0% means no effect; nearly all actives have a fitted effect of over 55% in size
#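 Image-based read-out: total Hoechst fluorescence of nuclei (405 nm excitation, 500-530 nm emission), with hits raising the fraction of high-intensity nuclei. SW480 colon cells incubated 48 hr with compounds at 37 C.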
# HT1080-NT tox – kills 2HG-producing HT-1080-NT fibrosarcoma cells. HT-1080-NT fibrosarcoma viability, CellTiter-Glo ATP luminescence, 48 h. Potency, µM (top dose mostly 46.1 µM), for the others: at the highest dose activity, negative = less viability, usual class: cytotoxic. actives 1.6% (n = 360,000);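 also: NT is the 2HG producing partner of a matched IDH1 knockdown line; potency is read from the fitted curve at half-maximal effect; 0% = DMSO-treated cells and -100% = media-only wells without cells; nearly all actives have a fitted effect of over 55% in size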
#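 Read-out is CellTiter-Glo luminescence after 10 minutes at room temperature, following 48 hours' compound treatment of HT-1080-NT cells (750 cells/well, RPMI, 5% FBS, 37 degrees C).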
# ATXN viability – cell viability loss in ATXN counter-screen | actives 0.49% (n = 400,000) | AID 651635 | S2 cells (HEK-293 line with an ATXN2-luciferase reporter) viability, CellTiter-Fluor protease fluorescence, 24 h | Potency, µM (top dose mostly 56.7 µM), usual class: cytotoxic; also: potency is read from the fitted curve at half-maximal effect; nearly all actives have a fitted effect of over 40% in size
# MCF10A rereplic – DNA re-replication induction in MCF 10a cells; MCF 10A DNA re-replication, Hoechst nuclear intensity, 48 h; actives 2.9% (n = 350,000); Potency, µM (highest dose often 46.1 µM), without a hit: at the highest dose activity, positive = re-replication, actives largely listed as activators; also: potency is read from the fitted curve at half-maximal effect; % of control where 0% means no effect; nearly all actives have a fitted effect of over 50% in size
# KB-3-1 tox – kills parental KB-3-1 adenocarcinoma cells; KB-3-1 viability, CellTiter-Glo ATP luminescence, 72 h; Potency, µM (highest dose often 46.1 µM), inactives show top-dose activity change, negative = cytotoxic, hits mostly cytotoxic; actives 1.4% (n = 400,000); also: potency is read from the fitted curve at half-maximal effect; % is scaled to controls: 0 for no effect and ±100 for the full control effect; nearly all actives have a fitted effect of over 60% in size
#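 72 h, 37 °C compound treatment of KB-3-1 parental cells; CellTiter-Glo added, 10 min, luminescence read. Data corrected against DMSO-only plates and normalized before curve fitting.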
# HT1080 IDH1KD tx – kills HT-1080 cells with IDH1 knockdown; actives 2% (n = 360,000); HT-1080 IDH1 knockdown viability, ATP luminescence, 48 h; AID 686971; Potency, µM (top dose mostly 46.1 µM), for inactives: at the highest dose activity, negative = toxicity, hits mostly cytotoxic;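 also: potency is read from the fitted curve at half-maximal effect; 0% = DMSO wells and -100% = cell-free medium wells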
#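 Assay cells: HT-1080 with IDH1 knockdown, 750 per well, RPMI/5% FBS. Exposure: 48 h at 37 °C following 2 h pre-incubation. Read: CellTiter-Glo luminescence; fitted concentration-response, curve class assigned.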
# ATXN2 expr inh – ATXN2 expression inhibition; Potency, µM (doses to about 57 µM), inactives show top-dose activity change, negative = inhibition, most hits filed as inhibitors; actives 0.72% (n = 360,000); HEK-293 ATXN2-luciferase reporter, luminescence, 24 h; also: potency is read from the fitted curve at half-maximal effect; % is scaled to controls: 0 for no effect and ±100 for the full control effect; nearly all actives have a fitted effect of over 55% in size
#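 ATXN2-luciferase reporter cells (luciferase flanked by upstream and downstream ATXN2 gene portions) were treated 24 h at 37 °C with compounds at up to 57 uM. SteadyGlo luminescence gave expression; GF-AFC fluorescence gave viability.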
# KB-V1 MDR tox – kills drug-selected multidrug resistant KB-V1 cells; KB-V1 MDR cells viability, CellTiter-Glo, 72 h; Potency, µM (doses to about 46.1 µM), for inactives: at the top dose activity change, negative = cytotoxicity, actives largely listed as cytotoxic; actives 3.4% (n = 400,000); AID 1347076; also: potency is read from the fitted curve at half-maximal effect; % is scaled to controls: 0 for no effect and ±100 for the full control effect; nearly all actives have a fitted effect of over 60% in size
#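 Cytotoxicity via CellTiter-Glo luminescence after 72 h compound exposure at 37 degrees C. Cells: drug-selected KB-V1 line, DMEM phenol-red free plus 10% FBS. Compounds tested at multiple concentrations; normalized data fitted to concentration-effect curves.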
# IL1B secr inh – inhibitors of inflammasome signaling (IL-1 beta secretion); THP-1 LPS/ATP IL-1B secretion, AlphaLISA, 16 h; hits give low values; activity change, % at 57.5 µM; actives 4.7% (n = 360,000); AID 743279; in the data active = activity change below about -50%; inconclusive = mostly about -30% to -49%; also: % is scaled to controls: 0 for no effect and ±100 for the full control effect
#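 THP-1 cells pretreated 1 hr with compounds (up to 57.5 uM final), then stimulated with LPS (250 ng/mL final) plus ATP (1.25 mM final); secreted IL-1B measured by AlphaLISA after 16 hr, decreased signal indicating inhibition.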
# Numbers without * were called inactive; i = inactive; ? = inconclusive; / = not tested or not shown; & = joins results of further samples; [ ] = remark or other dose. Unless noted, calls follow the shape of the dose curve; as a rule, active = well fitted curve in the direction sought with a large enough effect; inconclusive = small, poorly fitted or top-dose-only effect, or another doubt; inactive = no such curve, though single readings can be large; an effect the other way counts as inactive or inconclusive.
# Order of values – SW480 rerep	HT1080-NT tox	ATXN viability	MCF10A rereplic	KB-3-1 tox	HT1080 IDH1KD tx	ATXN2 expr inh	KB-V1 MDR tox	IL1B secr inh
1: CC(CCN1CCC(n2nccc2NC(=O)c2ccccc2Cl)CC1)c1ccccc1 (centres undefined)
  22%	-3%	i	0%	-3%	-11%	-7%	12%	-5
2: COc1ccc(-c2cc(=NC(CC(C)C)C(=O)O)c3cc(C)ccc3o2)cc1 (centres undefined)
  0%	17%	i	10%	1%	6%	61%[activator]	-12%	-22
3: CC(C)CC1Nc2ncnc(N3CCCCC3)c2N(Cc2ccc(Br)cc2)C1=O (centres undefined)
  5%	-21%	i	-15%	?	-29%	-28%	?	-5
4: CC(=O)Nc1ccc(S(=O)(=O)NNC(=O)COc2ccc(Cl)cc2Cl)cc1
  -8%	-6%	i	3%	-3%	-2%	-16%	28%	22
5: Cc1ccc(CNC(=S)Nc2ccc(OC(F)F)cc2C)cc1
  -19%	4%	?	9%	-4%	2%	-10%	-35%	5
6: CC1(C)CC(=O)C(C=NCC(N)=O)=C(O)C1
  -2%	-30%	i	-7%	-6%	-15%	4%	0%	-1
7: CCOc1ccc(Nc2ccc([N+](=O)[O-])c3nonc23)cc1
  2%	-27%	?	12%	-14%	-26%	/	4%	13
8: N/C(=N\NS(=O)(=O)c1ccc(Cl)cc1)c1ccccn1
  -8%	0%	i	2%	0%	9%	-10%	?	11
9: CC1CN(Cc2nc3c(c(=O)n(C)c(=O)n3C)n2CC(O)CO)CC(C)O1 (centres undefined)
  -1%	0%	i	-190%[0.0737 µM]	5%	0%	-9%	6%	-12
10: COc1ccc2[nH]c(C)c(CCNC(=S)Nc3cc(C)cc(C)c3)c2c1
  ?	2%	i	0%	-21%	-1%	?	-11%	-13
11: CCOC(=O)N1CCN(C(=O)c2cccn3c(=O)c4c5c(sc4nc23)CCCC5)CC1
  ?	8%	i	?	2%	7%	/	-13%	2
12: CN1CCN(C(=O)c2c(O)c3cccc4c3n(c2=O)CCC4)CC1
  -2%	8%	i	1%	7%	6%	6%	0%	17
13: CCOC(=O)C(=O)NNc1ccccc1OC
  -1%	-18%	i	-1%	-12%	4%	-17%	0%	2
14: CCn1c(CN2CCN(CCO)CC2)nc2ccccc21
  ?	15%	i	?	2%	6%	/	-1%	2
15: CC(=O)OC1c2ccccc2C(=O)N1c1ccccc1C (centres undefined)
  -17%	6%	i	-6%	2%	5%	12%	-2%	0
16: Cc1cccc(NC(=O)CCCc2ccccc2)c1
  -8%	15%	?	0%	1%	8%	/	15%	12
17: O=C(CCl)c1ccc(Cc2ncc(C(F)(F)F)cc2Cl)s1
  ?	-19%	/	?	?	-13%	?	?	-104*
18: Cc1cc(S(=O)(=O)Nc2cc3c(cc2Cl)n(C)c(=O)c(=O)n3C)ccc1F
  /	/	i	/	2%	/	-13%	4%	/
19: CCCCOC(=O)c1ccc(NC(=O)Cc2coc3c(C)c(C)ccc23)cc1
  /	/	i	/	2%	/	-26%	-13%	/
20: O=C1C=C(c2ccccc2)C[C@H](c2cccs2)[C@H]1n1nnc([N+](=O)[O-])n1
  2.1µM*	15µM*	28µM*	?	10%	9.2µM*	?	16µM*	-73*
21: Cc1cc2nc(-c3ccccc3)c(CC3CCCCC3)n2c(C)c1Br
  /	-19%	i	/	-6%	?	45%[activator]	-14%	33
22: CC(NC(=O)CCNC(=O)c1ccc(Br)cc1)c1ccc(-n2ccnc2)cc1 (centres undefined)
  14%	5%	i	2%	8%	3%	9%	?	-10
23: COc1ccc(CN(Cc2cccn2C)S(=O)(=O)c2ccc(C)cc2)cc1
  -42%[inhibitor]	-9%	i	?	-10%	-6%	9%	?	-21
24: CC1(C)CSC(=NCCc2ccccc2)N1
  0%	6%	i	1%	-2%	4%	8%	3%	36
25: Cc1ccc2c(C(=O)CN3CCN(C4CCCCC4)CC3)c(C)[nH]c2c1
  -5%	1%	i	1%	-8%	7%	-2%	29%	9
26: CCN(C(=O)CSc1nnc(Nc2ccccc2)s1)C1CCS(=O)(=O)C1 (centres undefined)
  -18%	5%	i	2%	6%	0%	-9%[11.3 µM]	11%	10
27: NC(=O)CCn1c(=O)oc2ccccc21
  14%	-1%	i	1%	8%	11%	4%	0%	16
28: CC(=O)NCC1CCCN(Cc2cn(-c3ccccc3)nc2-c2ccc3c(c2)OCO3)C1 (centres undefined)
  -2%	-18%	i	-2%	11%	1%	-17%	?	-2
29: O=C(/C=C/c1cccs1)NC(=S)NNC(=O)c1ccccc1O
  ?	-19%	?	?	2.6µM*	?	?	0%	112
30: Clc1ccc(CSc2nnc3c(n2)[nH]c2ccccc23)cc1
  2%	9%	i	-1%	-6%	-1%	/	-13%	13
31: NS(=O)(=O)c1ccc(CCNC(=S)NC2CCCC2)cc1
  -5%	2%	i	-6%	-4%	-2%	/	-2%	19
32: CC(C)C(=O)Nc1cccc(-c2cn3ccsc3n2)c1
  -7%	6%	i	0%	21%	18%	19%	3%	-16
33: CN(C)CCCNC(=O)CCC1CCCCC1
  1%	2%	i	3%	9%	18%	-1%	22%	2
34: CCCN(CCC)C(=O)CC(c1ccccc1)c1cc(C)ccc1O (centres undefined)
  9%	?	i	?	1%	?	3%	?	-57*
35: Cc1ccc(CNC(=O)Cn2c(=O)oc3ccccc32)o1
  -3%[9.22 µM]	2%	i	2%	-1%	8%	-5%	3%	-8
36: COc1ccc([N+](=O)[O-])cc1COc1cc(C)cc2oc(=O)cc(-c3ccccc3)c12
  ?	?	i	12µM*	21µM*	?	-22%	6.5µM*	40
37: Nc1ncnc(N2CCc3ccccc32)c1[N+](=O)[O-]
  3%	-5%	?	8%	?	6%	-22%	13µM*	-1
38: CC(C(=O)N1CCN(c2ccccc2F)CC1)c1ccc([N+](=O)[O-])cc1 (centres undefined)
  -2%	1%	i	0%	-3%	-6%	-9%	-7%	-1
39: COc1cc(C(=O)OCC(=O)NC2CCCCCC2)ccc1OCC(C)C
  -1%	11%	?	1%	19%	8%	-18%	0%	0
40: COc1ccc(S(=O)(=O)N2CCOC23CCN(S(=O)(=O)c2c(C)cc(C)cc2C)CC3)cc1
  -538%[inhibitor]	-26%	i	?	-12%	-5%	-7%	-14%	-9
41: CC1(C)CC(=O)/C(=N/Nc2ccc(Cl)cc2)CO1
  -1%	-20%	i	-3%	?	-25%	/	-9%	-25
42: CCN(CC)S(=O)(=O)c1ccc2oc(C(=O)NCc3ccccc3OC)c(C)c2c1
  /	/	i	/	0%	/	-24%	-24%	/
43: O=C(NCc1ccccc1Cl)c1ccccc1Oc1ccccc1
  3%	8%	i	?	-24%	9%	1%	13µM*	?
44: Cc1ccc(NC(=O)CSc2nc(=O)n(Cc3ccncc3)c3c2CCC3)c(C)c1
  -9%	11%	i	7%	0%	9%	11%	-27%	-14
45: O=C(COc1ccc2ccccc2c1)N[C@@H](C(=O)O)c1ccc(O)cc1
  -7%	1%	i	5%	-1%	7%	/	-1%	7
46: COc1ccccc1N1CCN(C(=O)c2cc(-c3ccc(F)cc3)[nH]c2C)CC1
  ?	?	i	?	-9%	?	-12%	0%	-14
47: O=C(COC(=O)Cc1c(Cl)cccc1Cl)NCc1ccccc1
  /	3%	i	/	-4%	-2%	/	7%	-2
48: CCn1c2ccccc2c2c3ncc4cccn4c3ccc21
  ?	-4%	i	?	-6%	-28%	0%	-5%	-76*
49: CN(C)S(=O)(=O)c1ccc2c(c1)C(CC(=O)O)OC2=O (centres undefined)
  0%	0%	i	0%	-5%	-3%	1%	5%	-7
50: CCOc1ccccc1N1CCN(C(=O)c2cc(S(=O)(=O)N3CCCCC3)ccc2C)CC1
  -3%	-7%	i	11%	-7%	-4%	/	1%	-7
51: Cc1ccc(S(=O)(=O)Cc2cc(-c3ccc(Cl)cc3)no2)cc1
  23%	-7%	i	17%	-5%	2%	-4%[11.3 µM]	-17%	-19
52: CCc1nn(CC(=O)NCCCc2ccccc2)c(=O)c2cc3c(OC)cccc3n12
  0%	0%	?	0%	0%&-3%	3%	-5%	-18%&-3%	-4
53: c1ccc(Oc2cc(-c3ccccc3)nc(-c3ccccc3)n2)cc1
  -4%	23%	i	1%	2%	8%	-2%	-16%	14
54: COC(CNC(=O)[C@H](Cc1ccccc1)N1Cc2ccccc2C1=O)OC
  4%	15%	i	8%	1%	5%	0%	-1%	17
55: CCS(=O)(=O)c1ncc(N(Cc2ccco2)Cc2ccccc2F)c(C(=O)Nc2cccc(Cl)c2)n1
  /	/	i	/	-1%	/	7%	-6%	/
56: O=C(NC1CCN(Cc2ccccc2)CC1)c1cccc(Br)c1
  -1%	-13%	i	1%	-6%	-12%	-28%	0%	-25
57: COc1ccc(C(=O)N(CC(=O)NC(C)(C)C)c2ccc3c(c2)OCCO3)cc1OC
  -2%	2%[9.24 µM]	?	-2%	5%	2%	-6%	15%	0
58: O=S(=O)(c1ccc2ccccc2c1)N1CCN=C1SCc1cccnc1
  -6%	0%	i	27%	-23%	5%	/	-14%	-26
59: Cc1ccc(CN2C(=O)c3ccccc3Sc3ccc(C(=O)NCCCN4CCOCC4)cc32)cc1
  18%	-8%	?	-5%	-1%	?	/	-12%	2
60: CC(=O)c1cccc(NC(=O)c2cc(-c3ccco3)nc3ccccc23)c1
  -20%	-5%	i	0%	?	-12%	-16%	?	6
61: CN1CCN(C(CNC(=O)C(=O)Nc2ccc(Cl)cc2)c2cccnc2)CC1 (centres undefined)
  /	/	i	/	-2%	/	-9%	11%	/
62: COc1ccc(Br)cc1CN1CCN(C(=O)c2ccco2)CC1
  -1%	2%	i	1%	4%	-3%	-2%	0%	15
63: CCOC(=O)n1c(=O)n(C)c2ccc(Br)cc21
  -1%	-1%	i	-8%	?	12%	-20%[11.3 µM]	?	57
